Screens (PubChem BioAssay)
MITF inh: MITF inhibitors, primary screen, biochemical, AlphaScreen, human; Microphthalmia-associated transcription factor (Homo sapiens), O75030; AlphaScreen MITF homodimerization, bead proximity signal; inhibition, % at 2.6 µM; 0.91% of 650,000 active; AID 1259374, 2018; in the data active = inhibition above about 50%;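 note: 0% = vehicle wells with protein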
GPR151 activ: activators of human GPR151, primary screen, cell-based, PathHunter beta-arrestin, luminescence; PathHunter beta-arrestin GPR151 cells; activation, % at 11.2 µM; 1% of 650,000 active; AID 1508602, 2020; in the data active = activation above about 4.9%;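 note: 0% = median of compound wells and 100% = cells with positive control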
Target sequence (Q8TDV0 whole entry, looked up): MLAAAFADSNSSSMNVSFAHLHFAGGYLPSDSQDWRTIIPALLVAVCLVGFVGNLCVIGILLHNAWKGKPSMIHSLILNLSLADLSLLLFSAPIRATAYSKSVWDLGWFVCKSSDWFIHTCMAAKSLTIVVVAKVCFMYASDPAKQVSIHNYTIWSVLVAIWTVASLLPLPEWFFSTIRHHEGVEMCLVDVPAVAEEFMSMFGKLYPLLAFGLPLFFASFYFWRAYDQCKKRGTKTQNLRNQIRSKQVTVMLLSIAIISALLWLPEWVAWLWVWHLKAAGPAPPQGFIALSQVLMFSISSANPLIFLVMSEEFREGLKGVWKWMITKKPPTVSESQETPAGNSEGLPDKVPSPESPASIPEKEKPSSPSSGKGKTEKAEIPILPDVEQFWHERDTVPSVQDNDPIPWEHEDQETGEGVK
TEAD-YAP block: TEAD-YAP interaction inhibition, primary screen, TEAD-YAP interaction inhibitor project, luminescence, HEK-TIYL cells; TEAD-Gal4/YAP UAS-luciferase luminescence; inhibition, % at 9.12 µM; 1.4% of 640,000 active; in the data active = inhibition above about 32%;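 note: 0% = median of test compound wells and 100% = reference inhibitor wells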
FBW7 act: FBW7 E3 ligase activators, primary screen, biochemical, AlphaScreen, human; F-box/WD repeat-containing protein 7 (Homo sapiens), Q969H0; AlphaScreen FBW7–phospho-cyclin E peptide binding, activator screen; normalized activity (activation), % at 26.1 µM; 0.13% of 650,000 active; in the data active = normalized activity above about 1.9%;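 note: purified mutant Fbw7 with reduced substrate affinity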
Target sequence (Q969H0 whole entry, looked up): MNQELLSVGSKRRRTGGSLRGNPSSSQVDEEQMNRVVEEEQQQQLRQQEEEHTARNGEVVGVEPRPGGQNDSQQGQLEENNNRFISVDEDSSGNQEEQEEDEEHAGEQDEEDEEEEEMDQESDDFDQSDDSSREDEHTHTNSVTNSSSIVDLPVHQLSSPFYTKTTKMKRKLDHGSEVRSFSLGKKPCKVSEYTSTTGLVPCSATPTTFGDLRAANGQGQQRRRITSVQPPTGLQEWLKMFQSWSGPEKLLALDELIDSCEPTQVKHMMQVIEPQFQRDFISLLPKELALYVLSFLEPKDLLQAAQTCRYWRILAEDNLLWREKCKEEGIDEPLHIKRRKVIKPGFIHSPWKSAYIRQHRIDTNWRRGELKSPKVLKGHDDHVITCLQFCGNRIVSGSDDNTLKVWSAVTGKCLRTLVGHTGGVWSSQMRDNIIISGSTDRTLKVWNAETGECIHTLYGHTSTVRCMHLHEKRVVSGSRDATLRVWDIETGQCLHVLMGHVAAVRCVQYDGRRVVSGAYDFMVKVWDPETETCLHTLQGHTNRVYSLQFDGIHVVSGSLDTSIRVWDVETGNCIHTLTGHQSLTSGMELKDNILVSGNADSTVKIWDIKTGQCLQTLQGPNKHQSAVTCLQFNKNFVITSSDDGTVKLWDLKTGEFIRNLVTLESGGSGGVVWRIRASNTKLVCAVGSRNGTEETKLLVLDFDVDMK
* marks the source's active call; other numbers are inactive results; & = joins results of further samples.

| canonical_smiles | MITF inh | GPR151 activ | TEAD-YAP block | FBW7 act |
| --- | --- | --- | --- | --- |
| Cc1cccc(C2CC(c3ccc(Br)cc3)Nc3nc(N)nn32)c1 (centres undefined) | 9 | -0.1 | 7 | -0.1 |
| CCOC(=O)C1=C(C)N=c2s/c(=C/c3ccc(-c4ccccc4[N+](=O)[O-])o3)c(=O)n2C1c1ccc(OC(C)=O)c(OC)c1 (centres undefined) | 5 | 1.1 | -2 | -0.2 |
| O=C(Nc1ccccc1)Nc1cccc(C(F)(F)F)c1 | -16 | 4.2 | -9 | 0.1 |
| COc1ccc(OC)c(NC(=O)CCc2c(C)nc3c(c(C)nn3C(C)(C)C)c2C)c1 | 0 | 1.6 | -9 | 0.0 |
| COC(=O)c1sc(NC(=O)CSc2ccc(-c3nc4ccccc4[nH]3)cn2)nc1C | 23 | -1.7 | -6 | 0.7 |
| CCOC(=O)N1CCN(C(=O)c2c(O)c3cccc4c3n(c2=O)CC4)CC1 | -18 | -0.7 | -6 | 0.1 |
| CCOC(=O)c1sc(NC(=O)c2cc(-c3ccccc3)nc3ccccc23)c(C(N)=O)c1C | 7 | 1.5 | -2 | 0.0 |
| COC(=O)C1CCN(C(=O)c2cc(OC)c(OC)cc2[N+](=O)[O-])CC1 | 0 | 0.9 | -2 | -0.4 |
| COc1ccccc1CC(=O)N1CC[C@@H]2[C@H](CCCN2C(=O)c2cn3ccccc3n2)C1 | -6 | 1.3 | 23 | -0.1 |
| COc1cccc(/C=N/NC(=O)CSCc2ccccc2Br)c1O | 0 | 1.0 | 18 | -0.3 |
| Cc1ccc(C)c(N(Cc2ccccc2C)S(C)(=O)=O)c1 | -25 | -0.9 | -4 | -0.1 |
| CC1CCc2c(sc3ncn(C4CCN(C(=O)c5ccncc5)CC4)c(=O)c23)C1 (centres undefined) | 5 | -0.2 | 4 | -0.1 |
| CN(C)C(CNC(=O)c1ccco1)c1cccnc1 (centres undefined) | 14 | -0.8 | 1 | 0.2 |
| Cc1ccc(S(=O)(=O)c2nc(-c3ccccc3)oc2N(C)C)cc1 | 1 | 1.7 | 8 | -0.1 |
| O=C(CCCn1c(=O)c2cccn2c2ccccc21)N1CCCC1 | 6 | 0.3 | -3 | -0.2 |
| O=C(O)CC(NCc1c(Cl)cccc1Cl)c1c[nH]c2ccccc12 (centres undefined) | -12 | -1.5 | -7 | -0.1 |
| Cc1ncn(-c2ccc(Nc3nccc(-c4cncc(F)c4)n3)cc2)n1 | 6 | -0.9 | 0 | 0.1 |
| CSc1ccccc1NC(=O)Cn1nc(C(F)(F)F)cc1C | -1 | -0.2 | 5 | -0.3 |
| N/C(=N\c1nc(CSc2nnc(N)s2)cc(=O)[nH]1)Nc1ccc(Cl)cc1Cl | 4 | 1.2 | 6 | -0.1 |
| COc1ccc(/C=N\NC(=O)CSc2nc3ccccc3[nH]2)cc1 | 11 | -0.2 | -33 | -0.1 |

By substructure, the entries above with a Cl atom.
| canonical_smiles | MITF inh | GPR151 activ | TEAD-YAP block | FBW7 act |
| --- | --- | --- | --- | --- |
| O=C(O)CC(NCc1c(Cl)cccc1Cl)c1c[nH]c2ccccc12 (centres undefined) | -12 | -1.5 | -7 | -0.1 |
| N/C(=N\c1nc(CSc2nnc(N)s2)cc(=O)[nH]1)Nc1ccc(Cl)cc1Cl | 4 | 1.2 | 6 | -0.1 |

The list continues.
| canonical_smiles | MITF inh | GPR151 activ | TEAD-YAP block | FBW7 act |
| --- | --- | --- | --- | --- |
| CN(Cc1ccccc1Br)CC(O)c1ccccc1 (centres undefined) | -11 | 1.3 | 7 | -0.1 |
| Fc1ccc2[nH]c3c(N4CCOCC4)ncnc3c2c1 | 27 | 1.9 | -7 | 1.4 |
| CCC(CC)C(=O)NCC1Cc2cccc(-c3ccncc3)c2O1 (centres undefined) | -2 | 0.1 | 3 | -0.1 |
| CC(C)CCNC(=O)c1ccc(NC2=NC3CS(=O)(=O)CC3S2)cc1 (centres undefined) | -7 | 0.5 | -2 | 0.0 |
| CCN(CC)C1CC(=O)N(c2ccc([N+](=O)[O-])cc2)C1=O (centres undefined) | 15 | -0.5 | -2 | -0.2 |
| O=C(COc1ccc(Cl)cc1)Nc1ccc(Cl)cc1 | -1 | -1.3 | 0 | 0.0 |
| Cc1cc(C)n(C(=O)CCCCCCC(=O)n2nc(C)cc2C)n1 | -15 | 0.9 | -3 | 0.1 |
| Cc1ccc(NC(=O)Cn2cnc3sc4c(c3c2=O)CCC4)cc1 | -1 | -1.0 | 4 | -0.1 |
| CSc1ncnc2c1cnn2-c1ccc(C)cc1C | -5 | -2.2 | -20 | 0.3 |
| CC(=O)N1CCN(Cc2ccc3c(c2)CN(C(=O)c2cccs2)CCO3)CC1 | 11 | 0.0 | -7 | -0.1 |
| Cc1ccccc1CN1C[C@@H]2C[C@@H](c3nc(C(C)C)cs3)N3CCC[C@@]23C1=O | -1 | -1.6 | -51 | -0.1 |
| Cc1cccc2cc(CN(Cc3ccccc3Cl)C(=O)c3ccncc3)c3nnnn3c12 | 0 | -0.5 | 10 | 0.0 |
| Cn1c(=O)c2c(nc(CN3CCc4ccccc4C3)n2Cc2ccccc2)n(C)c1=O | -2 | -0.1 | -4 | -0.3 |
| O=C1OC(c2ccccc2[N+](=O)[O-])=N/C1=C\c1ccc2c(c1)OCO2 | 0 | 0.3 | -8 | -0.1 |
| Cc1ccc2nc(CN3CCC(Oc4cccnc4)CC3)nc(N3CCSCC3)c2c1 | -3 | -0.5 | -10 | 0.1 |
| O=C(CSc1cc(Cl)nc(Cl)c1)NCCc1ccccc1 | 6 | -1.5 | -3 | 0.0 |
| COC(=O)C1(C(F)(F)F)N=C2C=CC=CN2C(c2ccc(F)cc2)=N1 (centres undefined) | -5 | -0.4 | 0 | 0.1 |
| Cc1cc2nc(C)n(CCCNC(=O)Nc3ccc(C#N)cc3)c2cc1C | 7 | 0.8 | 5 | 0.0 |
| CCCCSc1nnc2c(n1)OC(c1cccc(OCC)c1OC)Nc1ccccc1-2 (centres undefined) | 10 | -1.3 | -12 | 0.0 |
| COc1cc(CN2CC(=O)N(c3ccc(C)c(Cl)c3)C2=S)cc(OC)c1OC | -5 | 0.0 | -23 | -0.1 |
| COc1ccc(C(=O)Nc2nnc(SCC(=O)NC3CCCC3)s2)c(OC)c1 | -10 | 0.2 | -71 | -0.2 |
| CC1=C(C#Cc2ccccc2)c2ccccc2OC1(NC1CCCCC1)c1ccccc1 (centres undefined) | 4 | 0.2 | 9 | -0.1 |
| CC1CC(Nc2ncnc(N)c2[N+](=O)[O-])CC(C)(C)C1 (centres undefined) | 5 | 0.3 | 2 | 0.0 |
| CC(=O)Nc1ncc(-c2ccncn2)c(-c2ccc(C(F)(F)F)cc2)n1 | 1 | -0.8 | 2 | -0.1 |
| FC(F)(F)c1cc(Cl)c2n[nH]c(=S)n2c1 | 5 | -0.3 | 3 | -0.2 |
| O=C(CC(NCc1ccc2c(c1)OCO2)C(=O)O)c1ccc(Cl)cc1 (centres undefined) | 25 | -4.3 | 5 | 0.4 |
| COc1cccc(/C=N/NC(=O)C(=O)NCC(C)C)c1O | 23 | 30* | -6 | -0.7 |
| Cc1ccc(N(CC(O)Cn2c3ccc(Cl)cc3c3cc(Cl)ccc32)S(=O)(=O)c2ccc(C)cc2)cc1 (centres undefined) | 0 | 0.2 | -2 | -0.2 |
| O=C(CN1CCC(n2nnc3cc(C(F)(F)F)ccc32)CC1)NC1CC1 | -8 | 0.4 | 2 | -0.2 |
| COc1ccc(Oc2c(C(F)(F)F)oc3cc(OC(=O)c4ccc(OC)c(OC)c4)ccc3c2=O)cc1 | 11 | 2.0 | -13 | 0.8 |

Compound profiles, from the list above. Screens in order: MITF inh	GPR151 activ	TEAD-YAP block	FBW7 act
Profile of `COc1cccc(/C=N/NC(=O)C(=O)NCC(C)C)c1O` → 23	30*	-6	-0.7
Profile of `FC(F)(F)c1cc(Cl)c2n[nH]c(=S)n2c1` → 5	-0.3	3	-0.2
Profile of `COc1ccc(Oc2c(C(F)(F)F)oc3cc(OC(=O)c4ccc(OC)c(OC)c4)ccc3c2=O)cc1` → 11	2.0	-13	0.8
Profile of `CC1=C(C#Cc2ccccc2)c2ccccc2OC1(NC1CCCCC1)c1ccccc1` (centres undefined) → 4	0.2	9	-0.1
Profile of `O=C(CN1CCC(n2nnc3cc(C(F)(F)F)ccc32)CC1)NC1CC1` → -8	0.4	2	-0.2

Remaining list, next part.
| canonical_smiles | MITF inh | GPR151 activ | TEAD-YAP block | FBW7 act |
| --- | --- | --- | --- | --- |
| O=C(N/N=C\c1ccc(F)cc1)c1cncc(Br)c1 | 9 | -0.6 | -7 | -0.1 |
| O=S(=O)(N/N=C/c1cc(Cl)ccc1O)c1ccc(Cl)cc1 | -4 | -0.9 | -14 | 0.0 |
| CCC1CN(CCNC(=O)[C@H]2C[C@@H]3C=C[C@H]2C3)Cc2cc(OC)ccc2O1 (some centres undefined) | 14 | -1.4 | 2 | 0.5 |
| CCN1C/C(=C\c2cccn2C)C(=O)/C(=C/c2cccn2C)C1 | 11 | 0.5 | 1 | -0.1 |
| N#C/C(=C\c1cccc([N+](=O)[O-])c1)c1ccccc1[N+](=O)[O-] | -1 | -1.4 | -1 | 0.2 |
| CS(=O)(=O)N1CCc2nc(-c3ccncc3)nc(N3CCCCC3)c2C1 | 4 | -0.6 | -4 | 0.1 |
| CCC(Br)C(=O)Nc1cc(OC)ccc1OC (centres undefined) | 10 | -0.3 | 1 | 0.1 |
| COc1ccc(S(=O)(=O)N(C)c2ccc(C(=O)NCCSC(C)(C)C)cc2)cc1 | -5 | -1.0 | -3 | 0.6 |
| O=C(CCc1nc2cccnc2n1Cc1cccs1)N1CCc2ccccc21 | -5 | -0.3 | -10 | -0.1 |
| O=C(O)c1ccc(NC2=C(Cl)C(=O)N(c3cccc(Cl)c3)C2=O)cc1 | -11 | 0.0 | 13 | -0.1 |
| OC1(C#CCN2CCCCCC2)CCCCC1 | -13 | -0.7 | -1 | 0.0 |
| CCc1ccc2oc(-c3ccc(NC(=O)c4ccccc4)cc3)nc2c1 | -15 | -0.7 | -13 | 0.0 |
| CS(=O)(=O)N(CC(=O)Nc1c(F)cccc1F)c1ccc(Oc2ccccc2)cc1 | 60* | -0.3 | -4 | -0.1 |
| O=C(C1CC12CCN(Cc1cc3ccccc3o1)CC2)N1CCN(Cc2cccs2)CC1 (centres undefined) | -5 | 1.3 | -1 | 0.1 |
| CCc1ccc(Nc2nccs2)cc1 | -4 | 0.7 | -39 | -0.1 |
| O=[N+]([O-])c1cc(CN2CCN(c3cccc(C(F)(F)F)c3)CC2)c2cccnc2c1O | 100* | -0.6 | 20 | -0.1 |
| O=C(Nc1ccccc1)/C(=C/c1ccccc1)NC(=O)c1ccco1 | 6 | -0.3 | -2 | 0.4 |
| CCNC(=O)N1CCN(CCOc2ccc(F)cc2)CC1C(=O)NC (centres undefined) | 6 | -0.6 | 1 | -0.2 |
| CCOc1c([N+](=O)[O-])c(=O)oc2ccc([N+](=O)[O-])cc12 | 5 | -2.8 | 1 | -0.2 |
| CCONC(=NCc1ccccc1)c1nonc1N | 2 | -0.3 | -17 | 0.2 |
| CO/N=C(\C(=O)N[C@@H]1C(=O)N2C(C(=O)O)=C(COC(C)=O)CS[C@H]12)c1csc(N)n1 | 13&11 | 1.8&0.0 | -7 | -0.1&0.0 |
| O=C1CC(c2ccco2)Sc2ccccc2N1Cc1ccccc1 (centres undefined) | 14 | -0.8 | 10 | -0.3 |
| Cn1c(N)c(S(=O)(=O)Nc2cccc(Cl)c2)c(=O)n(C)c1=O | 3 | 7.7* | -2 | -0.2 |
| O=C(c1ccc2nc3ccc(Cl)cc3c(=O)n2c1)N1CCN(Cc2ccccc2)CC1 | 0 | -0.1 | -5 | -0.2 |
| COc1cccc(C(=O)NCCn2ccc3ccccc32)c1 | -1 | -1.0 | -74 | 0.4 |
| CC1(C)CC(OC(=O)/C=C/C(=O)OC2CC(C)(C)NC(C)(C)C2)CC(C)(C)N1 | -4 | 0.6 | -8 | -0.2 |
| CC(=O)c1cc(CN2CCCC(CNC(=O)CCc3ccccc3)C2)cs1 (centres undefined) | 15 | -0.6 | 5 | 0.0 |
| O=C(Nc1nnc(-c2ccccc2Cl)o1)c1ccc([N+](=O)[O-])cc1 | 14 | 1.0 | 5 | 0.7 |
| O=S(=O)(Nc1cccc(C(F)(F)F)c1)c1ccc(F)cc1 | -1 | 1.4 | -4 | 0.1 |
| O=C(CSc1nc(-c2ccccc2)cs1)c1ccccc1 | -9 | -1.6 | -36 | 0.2 |
| CCOC(=O)C1=NNC2C(=O)N(c3cc(C(C)=O)ccc3OC)C(=O)C12 (centres undefined) | -1 | 0.0 | 2 | -0.1 |
| CN(CCC1CCOCC1)C(=O)CC1C(=O)NCCN1CCc1ccccc1 (centres undefined) | -16 | -1.0 | -1 | 0.4 |
| COc1ccc(C2(CNC(=O)/C=C/c3ccc(Cl)cc3)CCOCC2)cc1OC | -4 | -0.3 | -1 | 0.0 |
| COc1cc(C(=O)NCCCc2ccc(N(C)C)cc2)cc(OC)c1OC | 8 | 1.2 | 1 | -0.1 |
| COc1cc(C2C(C#N)=C(N)N(c3sc4c(c3C#N)CCCC4)C3=C2C(=O)CC(C)(C)C3)cc(OC)c1OC (centres undefined) | -3 | 1.0 | 4 | 0.1 |
| C=CCN(CC=C)CCOc1ccc([N+](=O)[O-])cc1 | 27 | -0.3 | 11 | 0.0 |
| Cc1ccc(NC(=O)/C(=C/c2cccc([N+](=O)[O-])c2)NC(=O)C2CCCCC2)cc1Cl | -6 | 1.1 | 3 | -0.2 |
| CCN(CC)c1ccc(C2NC(=S)NC(C)=C2C(=O)Nc2ccccc2)cc1 (centres undefined) | 13 | 0.9 | 1 | -0.2 |

No enrichment for hits; 3.5% or so of the library scored in one or more.
